Screens: PubChem BioAssay, National Center for Advancing Translational Sciences (NCATS)
12-LOX inh: ALOX12 (human) lipoxygenase inhibition | P18054 | purified 12hLO, xylenol orange hydroperoxide absorbance | Potency, µM (highest dose often 108 µM), without a hit: top-dose activity change, negative = inhibition, most hits filed as inhibitors | 580,000 compounds, 1.1% hits; also: potency is read from the fitted curve at half-maximal effect; % is scaled to controls: 0 for no effect and ±100 for the full control effect
Target sequence (P18054 whole entry, looked up): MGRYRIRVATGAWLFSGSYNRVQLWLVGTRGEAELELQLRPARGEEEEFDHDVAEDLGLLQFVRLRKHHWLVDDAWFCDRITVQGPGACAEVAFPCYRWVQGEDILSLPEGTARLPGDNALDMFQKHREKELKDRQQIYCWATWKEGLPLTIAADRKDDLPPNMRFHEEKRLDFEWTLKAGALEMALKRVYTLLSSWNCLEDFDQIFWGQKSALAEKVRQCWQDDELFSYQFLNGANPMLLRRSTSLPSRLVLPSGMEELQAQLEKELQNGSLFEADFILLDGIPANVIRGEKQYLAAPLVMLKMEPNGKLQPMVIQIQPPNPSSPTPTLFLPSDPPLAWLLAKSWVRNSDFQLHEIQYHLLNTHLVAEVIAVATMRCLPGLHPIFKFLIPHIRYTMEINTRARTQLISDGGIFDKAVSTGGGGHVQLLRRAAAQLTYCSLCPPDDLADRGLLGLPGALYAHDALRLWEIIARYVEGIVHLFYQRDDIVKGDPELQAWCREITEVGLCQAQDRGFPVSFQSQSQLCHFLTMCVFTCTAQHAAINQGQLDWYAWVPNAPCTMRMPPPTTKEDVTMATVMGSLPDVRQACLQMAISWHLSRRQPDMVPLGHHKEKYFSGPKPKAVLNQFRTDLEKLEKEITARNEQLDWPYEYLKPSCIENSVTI
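Purified human 12hLO at 150 nM in 25 mM Hepes, 0.01% Triton X-100, pH 7.0, preincubated 15 min at room temperature with compound. Reaction started with 40 uM arachidonic acid, 30 min at room temperature. Hydroperoxide measured by Fe-xylenol orange, 573/405 nm absorbance ratio.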
Vif-A3F inh: inhibitors of Vif-A3F interaction; HeLa A3F-eYFP + Vif (tagged APOBEC3F with the HIV-1 protein that degrades it), YFP fluorescence increase; Potency, µM (highest dose often 46.1 µM), for the others: top-dose activity, negative = active; 390,000 compounds, 0.2% hits; also: potency is read from the fitted curve at half-maximal effect; % of control where 0% means no effect; nearly all actives have a fitted effect of over 65% in size
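HeLa cells stably expressing Vif plus C-terminally eYFP-tagged A3F were seeded, incubated overnight at 37 deg C, dosed with compound, incubated overnight again at 37 deg C. Yellow fluorescence (Ex 488/Em 500-530) reported blocked Vif-mediated A3F-eYFP degradation.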
Glioma ERSR ind: induces the endoplasmic reticulum stress response in human glioma cells; U87-MG GRP78 promoter luciferase reporter, 16 h; Potency, µM, for the others: at the top dose activation, actives largely listed as activators; 420,000 compounds, 0.02% hits; AID 602332; also: potency is read from the fitted curve at half-maximal effect; series mostly up to about 76 µM; % of control where 0% means no effect; nearly all actives have a fitted effect of over 35% in size
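Stably transfected U87-MG human glioma cells carrying a GRP78-based luminescent sensor were seeded at 1000 cells/well, pin-dosed with compounds and incubated 16 h. Luciferase reagent was then added, and end-point luminescence was read after 10 min at room temperature.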
RGS4 inh: inhibitors of human regulator of G protein signaling 4; Potency, µM (series often up to 114 µM), inactives show top-dose activity change, negative = inhibition, usual class: inhibitors; P49798; 390,000 compounds, 0.039% hits; Transcreener GDP fluorescence polarization, RGS4-accelerated GTP hydrolysis; AID 504845; also: potency is read from the fitted curve at half-maximal effect; % is scaled to controls: 0 for no effect and ±100 for the full control effect; nearly all actives have a fitted effect of over 75% in size; some results filed as inactive show a strong effect at the top dose
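MLSMR compounds (23 nl, pin-transferred) preincubated 10 min at room temperature with a 500nM (2x) first reagent, then RGS4 at 900nM (2x) plus Transcreener GDP mix added; fluorescence polarization (620/688 nm) read before and after 90 min at 30 °C.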
Vif-A3G inh: blocks the Vif interaction with human APOBEC3G; Q9HC16; 410,000 compounds, 0.076% hits; Potency, µM (highest dose often 46.1 µM), for inactives: at the highest dose activity, negative = active, hits mostly inhibitors; HeLa A3G-eYFP + Vif (tagged APOBEC3G with the HIV-1 protein that degrades it), YFP fluorescence, overnight; AID 602310;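 also: potency is read from the fitted curve at half-maximal effect; % is scaled to controls: 0 for no effect and ±100 for the full control effect; nearly all actives have a fitted effect of over 60% in size; hits raise eYFP signal because A3G escapes Vif-driven loss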
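Read-out is eYFP fluorescence (Ex 488/Em 500-530) from Vif-expressing HeLa A3G-eYFP cells; more signal means A3G escaped Vif-mediated degradation. Cells plated overnight, compound pinned in, incubated overnight at 37 deg C.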
ERG-DNA inh: blocks human ERG Ets domain binding to DNA; fluorescence polarization, His-ERG Ets domain / labelled DNA; Potency, µM (series often up to 76.9 µM), without a hit: top-dose FP activity, negative = inhibition, usual class: inhibitors; 370,000 compounds, 0.028% hits; active = well fitted inhibition curve with a large enough effect in the polarisation, with a control signal flat; inconclusive = small, poorly fitted or top-dose-only effect, or effect the other way, or a change in a side signal; inactive = no such curve, though single readings can be large or run the other way; the % refers to the polarisation;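 also: polarization taken with two DNA probes labelled with fluorescein and Texas red; potency is read from the fitted curve at half-maximal effect; % of control where 0% means no effect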
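His-tagged ERG Ets domain (1 uM in the protein solution; 300mM KCl, 50mM Tris-HCl, 1mM EDTA, 1mM DTT, pH 7.5) received compound, then a probe mix of 5 nM fluorescein-DNA and 100nM Texas-615-DNA. Fluorescence polarization was read for both dyes.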
D2 agonist: D2 dopamine receptor (human) agonism | P14416 | HEK293 T-REx D2 cells, calcium flux agonist mode | activation, % at 2 µM | 340,000 compounds, 0.53% hits;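 active = activation over 3 SD above normal in the single-dose calcium agonist read, cut at about 30% in these data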; also: 0% is about no effect
Target sequence (P14416 whole entry, looked up): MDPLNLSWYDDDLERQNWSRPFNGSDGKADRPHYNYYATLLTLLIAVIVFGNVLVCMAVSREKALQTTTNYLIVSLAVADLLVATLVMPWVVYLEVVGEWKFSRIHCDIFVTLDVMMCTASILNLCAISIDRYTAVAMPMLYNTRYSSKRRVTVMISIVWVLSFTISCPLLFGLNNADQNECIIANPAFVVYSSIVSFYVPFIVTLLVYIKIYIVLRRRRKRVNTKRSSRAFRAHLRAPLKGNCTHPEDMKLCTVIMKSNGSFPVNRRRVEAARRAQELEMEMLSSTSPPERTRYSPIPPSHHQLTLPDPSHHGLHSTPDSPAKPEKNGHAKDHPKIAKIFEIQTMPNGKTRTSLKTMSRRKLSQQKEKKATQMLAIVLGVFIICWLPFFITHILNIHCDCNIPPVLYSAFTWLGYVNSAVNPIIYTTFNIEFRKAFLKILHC
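Calcium-flux readout, 1 cycle/sec over 180 s following compound pin transfer, in inducible HEK293 Trex D2 cells (force-coupled); dopamine controls included. Positive calcium responses during this window marked compounds as potential agonists.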
LDHA inh: inhibitors of human lactate dehydrogenase A; P00338; purified LDHA, NADH/diaphorase-resazurin fluorescence; active compounds read low; activity change, % (values are at about 110 or 230 µM); 480,000 compounds, 0.15% hits; AID 1347041; in the data active = activity change below about -30%; inconclusive = mostly about -25% to -30%;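 also: plate controls were DMSO wells for no effect and wells without enzyme for full effect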
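Enzyme activity of human lactate dehydrogenase 5 (2 nM; 0.06 mM NADH, 0.2 mM pyruvate, 5 min, RT) is measured via a resazurin/diaphorase fluorescence readout of residual NADH.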
D2 antag: antagonists of human D2 dopamine receptor; HEK293 TREx D2 cells, calcium flux, dopamine EC80; AID 485344; 340,000 compounds, 2% hits; P14416; inhibition, % at 10 µM; in the data active = inhibition above about 30%; also: 0% is about no effect
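Antagonism is scored as inhibition of an EC80 dopamine-evoked calcium signal in a force-coupled, tetracycline-inducible HEK293 T-REx D2 line, with compound present 180 s before agonist.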
Numbers without * were called inactive; ? = inconclusive; . = no result given; & = joins results of further samples; [ ] = another dose, or the depositor's remark. Unless noted, calls follow the shape of the dose curve; as a rule, active = well fitted curve in the direction sought with a large enough effect; inconclusive = small, poorly fitted or top-dose-only effect, or another doubt; inactive = no such curve, though single readings can be large; an effect the other way counts as inactive or inconclusive. The list is partial. The share of hits here may be higher or lower than overall.

Value order – 12-LOX inh, Vif-A3F inh, Glioma ERSR ind, RGS4 inh, Vif-A3G inh, ERG-DNA inh, D2 agonist, LDHA inh, D2 antag
> COc1cc2c(cc1OC)C(c1ccccc1[N+](=O)[O-])N(C(C)=O)CC2 (stereo not drawn)
    ?, 7%, -4%, -22%, -7%, -1%, 1.7, -2, 6
> Cc1ccc(NC(=O)N(Cc2cn(C)c3ccccc23)C2CCCCC2)cc1C
    0%, -6%, 2%, -3%, -16%, 3%, 0.0, 0, .
> NS(=O)(=O)c1ccc(CCNC(=O)[C@@H]2CCCN2S(=O)(=O)c2ccccc2F)cc1
    -25%, -1%, -4%, -3%, -5%, -1%, ., -9, .
> CSc1nc(N2CCOCC2)nc2ccc(C)cc12
    -21%, -4%, 3%, -15%, -5%, 4%, -1.8, -4, 7
> O=c1ccc2cc(O)c(O)cc2o1
    ?, 4%, ?, -11%, -1%, -13%, 0.1, -12, -4
> O=C(Nc1ccc(-n2cccc2)cc1)C1CC1
    47%[activator], 5%, 6%, -19%, -2%, 9%, 1.1, -7, -3
> CC1(C)CC2CC(C)(CN2C(=O)COC(=O)c2ccc(Cl)cc2N)C1 (stereo not drawn)
    0%, 1%, 1%, 0%, -3%, -1%, -0.5, -2, 6
> O=C(CCNC(=O)c1ccccc1)OCC(=O)c1ccccc1
    -6%, -2%, 1%, -5%, -6%, -10%, 1.8, 0, 17
> O=C(CCCC(=O)OCC(F)(F)C(F)F)Nc1ccccc1F
    0%, ?, -1%, 6%, -2%, 12%, 1.2, -2, 28
> CCOC(=O)c1cc2c(=O)n3ccccc3nc2n(Cc2ccco2)c1=NC(=O)c1ccc(C)c(C)c1
    -13%, -7%, -2%, -36%, -4%, -1%, -0.2, 9, .
> CC(C)c1ccc(N2C(=O)[C@@H]3Cc4ccccc4CN3C2=O)cc1
    0%, 0%, -2%, -40%, 1%, 10%, 0.8, 7, 8
> CCOc1ccc(NC(=O)C(CC)NC(=O)c2ccccc2CO)cc1 (stereo not drawn)
    -10%, 9%, -6%, 23%[11.4 µM], 5%, 1%, -0.5, -7, 5
> CCOc1ccc(CCNC(=O)c2cnc3sc(N4CCOCC4)nn3c2=O)cc1
    -28%, -1%, -3%, -23%, -2%, 2%, 1.1, -6, .
> COc1cccc(C(=O)N2CCCC(Nc3ccc(C)c(C)c3)C2)c1 (stereo not drawn)
    ?, 2%, 7%, -33%, 1%, -17%, -0.6, 0, 7
> CCCCC(=O)Oc1c(S(=O)(=O)c2ccccc2)c(C)nn1C(C)(C)C
    -2%, -6%, -4%, 7%, -10%, 4%, ., 3, .
> COc1ccc(C)cc1Nc1nc2c(S(=O)(=O)c3cc(C)ccc3C)nnn2c2ccsc12
    -12%, -1%, -4%, 3%, 0%, 1%, -0.3, -3, .
> Cc1ncc(CO)c(/C=N/NC(=O)c2ccoc2C)c1O
    7%, -14%, 2%, 17%, -8%, 1%, -0.1, 5, -5
> CN(Cc1cc2ccccc2[nH]c1=O)S(=O)(=O)c1ccccc1
    -15%&-22%, 1%, 4%, -37%[11.4 µM], -3%, 0%, 1.1, 0&-1, -17
> Cc1ccc(C(=O)N2CCC3CC2c2cc(-c4ccc5c(c4)OCO5)ccc23)cc1 (stereo not drawn)
    ?, 0%, -3%, 29%, 2%, 2%, ., -9, .
> Cc1cccc(NC(=O)COc2ccc(-c3nn(C)c(=O)c4ccccc34)cc2)c1
    -28%&12%&-20%, 3%&1%, -5%&3%, 4%&-13%, -4%&3%, -3%&-4%, -0.1, -9&11&-3, .
> Cc1nc2ccccc2c(N)c1C(=O)/C=C/c1ccccc1
    -7%, -4%, -13%, 2%, -14%, 7%, 0.7, -5, 1
> N#Cc1ccc(-n2c(-c3ccccc3)nnc2-c2ccccc2)cc1C#N
    10%, 2%, 1%, 5%, -11%, ., ., -6, .
> O=C(COc1ccc(Cl)cc1)Nc1cccc(S(=O)(=O)NCc2ccco2)c1
    176%[activator], 5%, 7%, -20%, 0%, 7%, 0.5, 0, 22
> CCOC(=O)c1cn(Cc2cccc(Cl)c2)c2cc(C)nn2c1=O
    0%, -1%, -4%, -2%, -3%, 3%, 0.9, -5, -5
> COc1ccc(Cl)cc1C(=O)NNC(=O)COC(=O)c1cccs1
    30%[activator], 2%, -3%, -11%, 0%, -5%, ., -2, .
> O=C(/C=C/c1ccco1)OCC(=O)N1CCCCC1
    -14%, 11%, 4%, 4%, -2%, -3%, ., 0, .
> COc1ccc(C(=O)/C=C/Nc2c(C)n(C)n(-c3ccccc3)c2=O)cc1OC
    124%[activator], 0%, -3%, -50%, 0%, -4%, 0.9, 1, -7
> O=C(c1cc2ncccn2n1)N1CCc2c([nH]c3ccccc23)C1c1ccccc1F (stereo not drawn)
    -15%, 4%, -5%, -39%, 0%, 9%, 0.1, 4, 2
> COC(=O)c1c(NC(=O)C2CC2)sc2c1CCN(C(C)=O)C2
    ?, -14%, 4%, -6%, 1%, 8%, -1.5, 1, 1
> O=c1c2ccccc2nc(-c2ccccc2)n1CCCN1CCOCC1
    -15%&-26%, 3%, 1%, 1%, 0%, 5%, -1.1, -5&6, -6
> CC1(C)Cc2ccccc2C2CC(O)C(=O)N21 (stereo not drawn)
    ?, 25µM*, -2%, -8%, ?, ., 0.7, -7, 8
> CCc1ccc(OCC(=O)OC(C)C(=O)NC2CC2)cc1 (stereo not drawn)
    ., 3%, -2%, 14%, 0%, -2%, -1.3, -6, -7
> Cc1cccc(NC(=O)C2CCCN(S(=O)(=O)c3cccc4nsnc34)C2)c1 (stereo not drawn)
    4%, -2%, -3%, -4%, 0%, ., 0.1, 0, -13
> CNc1nnc(CSc2nc3ccccc3s2)s1
    1%, -3%, 7%, -7%, 0%, -6%, -0.3, -5, 3
> O=C(COC(=O)COc1ccccc1Cl)Nc1ccccc1OC(F)F
    ?, 2%, 1%, -16%[11.4 µM], 0%, 0%, 0.0, 4&-2, 24
> COCCN(C(=O)COC(=O)c1cc2c(s1)CCC2)c1c(N)n(Cc2ccccc2)c(=O)[nH]c1=O
    ?, 8%, -5%, ?, 0%, ., 0.1, -8, -9
> O=C(Cn1ncc2c3ccccc3n(Cc3ccc(F)cc3)c2c1=O)NCc1cccs1
    1%, -1%, -2%, 3%, -2%, 4%, ., -4, .
> CCOC(=O)C1=C(c2ccc(OC)cc2)OC(N)=C(C#N)C1c1cccnc1 (stereo not drawn)
    ?, -2%, -2%, -37%, -2%, -2%, ., 3, .
> COc1ccc(OC)c(C(O)c2ncc(-c3ccc(C(F)(F)F)cc3)[nH]2)c1 (stereo not drawn)
    13%, ., -3%, ., 0%, ., ., -24, .
> COC(=O)C1=C(C)N(CCCC(=O)O)C(=O)NC1c1ccc(Cl)cc1 (stereo not drawn)
    -13%, 4%, -3%, 2%, -9%, 15%, ., 3, .
> COc1cccc(C(=O)NCCc2csc3nc(-c4ccccc4F)nn23)c1OC
    -30%, -3%, -3%, -15%, 2%, 0%, 0.6, 3, .
> Cc1cc(C)cc(N2C(=O)N(Cc3cc(=O)n4ccccc4n3)c3ccccc3S2(=O)=O)c1
    -17%, -3%, -4%, 35%, 0%, -7%, -1.2, -6, .
> CCOc1ccc(N2C(=O)CC(N3CCN(c4ccc(F)cc4)CC3)C2=O)cc1 (stereo not drawn)
    -4%, 2%, -1%, 10%, 2%, -7%, -0.4, -8, -21
> O=[N+]([O-])c1cc(/C=N/O)ccc1SCc1ccccc1Cl
    ?, -6%, 3%, -10%, -13%, 2%, -0.5, -5, 8
> Cc1ccccc1C(=O)NNC(=O)CSc1nc2ccccc2c(=O)[nH]1
    16%, -5%, 8%, -14%, 0%, -4%, 0.0, -12, -1
> COC(=O)Cn1c(=NC(=O)c2cccc(OC)c2)sc2cc(OC)ccc21
    -19%, 2%, 6%, 3%, -1%, 0%, -1.4, -3, -2
> Cc1ccc(C)c(S(=O)(=O)N2CCN(C(=O)CCNS(=O)(=O)c3ccc(C)c(C)c3)CC2)c1
    -1%, 4%, -4%, 3%, 1%, ., -0.3, -1, -16
> CCCCOc1ccc(C(O)(CCC)CCN2CCOCC2)cc1 (stereo not drawn)
    1%, -9%, -2%, 6%, 0%, -7%, -1.2, 0, 12
> COc1ccc(C(=O)c2sc(Nc3cccc(OC)c3)c(C(=O)Nc3cccc(C)c3C)c2N)cc1
    -14%, ?, 13µM*, -27%, -5%, 2%, 0.2, 0, 1
> COc1ccccc1CNC(=O)c1oc2ccc3c(c2c1C)C(=O)CC(C)(C)O3
    -7%, ., ., 30%, ., 3%, 1.4, -7, .
> Clc1cc2nc3ccccn3c2cc1Cl
    145%[activator], -11%, 3%, -16%, -1%, 5%, -0.3, -5, -1
> C[C@H](NC(=O)c1nc[nH]c1C(=O)N1CCc2ccccc2C1)C(=O)OCc1ccccc1
    2%, -2%, -3%, -23%, 0%, -1%, -0.2, 6, -20
> COc1ccccc1-c1ccc2c(c1)C(C)(Cc1ccc(OC(F)(F)F)cc1)C(=O)N2 (stereo not drawn)
    -19%, ., -11%, ., -9%, ., ., 1, .
> C/C(=C\c1ccccc1)C(=O)n1nnc2ccccc21
    -8%, -6%, -3%, -18%, -1%, -8%, -0.6, -1, -4
